Pf apPOL inh – Pf-apPOL DNA polymerase inhibition. Recombinant Pf-apPOL, molecular beacon fluorescence, 1.5 h. inhibition, % at 10 µM. 210,000 tested, 0.25% active
mHTT-CaM PPI inh – inhibitors of human mutant huntingtin-calmodulin interaction; AID 1671202; P42858; 190,000 tested, 3.6% active; inhibition, % at 15 µM; AlphaScreen His-mHTT/GST-CaM binding, luminescence;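 note: 0% = both proteins with DMSO and 100% = one protein alone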
An asterisk follows results filed as active; & = joins results of further samples. Cut-off read from the data, not from the text of the source: active = inhibition above about 50%; inactive = the rest. Some of the compounds tested, so the mix of outcomes need not match the whole.

`CC(C)CN1C(=O)CCc2cc(NC(=O)c3ccc(N(C)C)cc3)ccc21` gave Pf apPOL inh 0 and mHTT-CaM PPI inh 27.
`Cc1cccc(-n2nnc(C(=O)NCCN3CCCC3)c2N)c1` gave Pf apPOL inh -2 and mHTT-CaM PPI inh 2.
`CC(=O)NCC(=O)NC1(C(=O)NC2CCCCC2)CCCCC1` gave Pf apPOL inh -4 and mHTT-CaM PPI inh 3.
N=C(N)c1ccc(OCCCCCOc2ccc(C(=N)N)cc2)cc1 (tested in a mixture with another compound) was read as Pf apPOL inh 2.
COc1cccc(C(=O)Nc2c3c(nn2-c2ccccc2)CSC3)c1OC was read as Pf apPOL inh -7 and mHTT-CaM PPI inh -5.
Screening N#Cc1ccnc(Oc2ccc3c(c2)OCO3)c1 returned mHTT-CaM PPI inh -5.
Screening Cc1cccc(-c2noc(-c3ccc(NCc4ccccc4)nc3)n2)c1 returned Pf apPOL inh -3 and mHTT-CaM PPI inh -4.
Screening O=C(Cn1nnc(-c2ccccc2Cl)n1)Nc1ccc(Br)cc1 returned Pf apPOL inh -2 and mHTT-CaM PPI inh -10.
Screening O=C(CSc1ccccc1)N1CCc2nc(-c3ccc(F)cc3)ncc2C1 returned Pf apPOL inh 8 and mHTT-CaM PPI inh 10.
`Cc1ccc(OCC(=O)N2CC3CC2CC3NS(=O)(=O)c2ccccc2)cc1` (centres undefined) gave Pf apPOL inh -1 and mHTT-CaM PPI inh 4.
For O=C(O)C1CSC(c2ccc(O)c([N+](=O)[O-])c2)N1 (centres undefined) the results were Pf apPOL inh 14 and mHTT-CaM PPI inh 3.
COC(=O)c1ccccc1NC(=O)CSc1nc(C)cc(N2CCOCC2)n1 was read as Pf apPOL inh -11 and mHTT-CaM PPI inh -9.
COc1ccc(C(=O)Nc2ccc(-n3nncc3-c3ccccc3)cc2)cc1OC was read as Pf apPOL inh -7 and mHTT-CaM PPI inh 57*.
`O=C(CSc1nccn1-c1cccc(Cl)c1)Nc1cc(C(F)(F)F)ccc1Cl` gave Pf apPOL inh -5 and mHTT-CaM PPI inh 13.
Screening O=C(C1CC1)N1CCN(C(=O)C23CC4CC(CC(C4)C2)C3)CC1 returned mHTT-CaM PPI inh -3.
CCCN(Cc1ccsc1)C(=O)COC was read as Pf apPOL inh -2 and mHTT-CaM PPI inh -6.
Screening CCOC(=O)c1c(C(C)(C)C)oc2ccc(OC(=O)c3cc(OC)c(OC)c(OC)c3)cc12 returned Pf apPOL inh 0 and mHTT-CaM PPI inh -1.
CCOC(=O)C(C#N)=NNc1cc(-c2ccccc2)[nH]n1 was read as Pf apPOL inh 3.
Screening CC1CN(C(=O)c2ccc3c(c2)OCO3)CC(C)O1 (centres undefined) returned Pf apPOL inh 4 and mHTT-CaM PPI inh -3.
C=CCOc1cc(C)nc(-c2ccccc2O)n1 was read as Pf apPOL inh -2 and mHTT-CaM PPI inh -34.
`COc1cc(-c2cc(C(N)=O)on2)cc(OC)c1OC` gave Pf apPOL inh -2 and mHTT-CaM PPI inh -2.
O=C(Nc1nc(-c2cc3ccccc3o2)cs1)c1cnccn1 was read as Pf apPOL inh 3 and mHTT-CaM PPI inh -2.
For Cc1cccc(C)c1NC(=O)c1cc(S(=O)(=O)NCc2ccccc2Cl)ccc1F the results were Pf apPOL inh -2 and mHTT-CaM PPI inh -1.
Cc1ccc(C)c(CN2C(=O)NC3(CCN(C(=O)COc4ccc(F)cc4)CC3)C2=O)c1 was read as Pf apPOL inh -2 and mHTT-CaM PPI inh 10.
Cc1ccc(C(=O)NCC(=O)N2CCCc3ccccc32)cc1F was read as Pf apPOL inh 6 and mHTT-CaM PPI inh -7.
Screening O=S(=O)(/C=C/c1ccccc1)N1CCN(c2cccc(Cl)c2)CC1 returned Pf apPOL inh 6 and mHTT-CaM PPI inh -8.
For Cc1cccc(OCC(=O)O/N=C(\N)c2ccccn2)c1C the results were Pf apPOL inh -3 and mHTT-CaM PPI inh inactive.
Screening COc1ccc(/C(N)=N/OC(=O)c2ccc(C)c(C)c2)cc1OC returned Pf apPOL inh -20 and mHTT-CaM PPI inh inactive.
`COc1ccc(-c2nnc(N3CCC(C(=O)NC4CCCCCC4)CC3)o2)cc1` gave Pf apPOL inh -1 and mHTT-CaM PPI inh -4.
`CCc1ccc(N2CC(C(=O)NC3CCCCC3)CC2=O)cc1` (centres undefined) gave Pf apPOL inh 3 and mHTT-CaM PPI inh -1.
Screening COc1ccc(C(O)Cn2c(=N)n(Cc3ccccc3)c3ccccc32)cc1 (centres undefined) returned Pf apPOL inh 1 and mHTT-CaM PPI inh 0.
Screening O=C1C(=Cc2ccc3c(c2)OCO3)C(=O)c2ccccc21 returned Pf apPOL inh 2 and mHTT-CaM PPI inh 10.
For CN(C)S(=O)(=O)c1ccc(C(=O)Nc2ccc(N=Nc3ccccc3)cc2)cc1 the results were Pf apPOL inh -1 and mHTT-CaM PPI inh 9.
CCCC(=O)Nc1ccc(NC(=O)c2ccccc2)c(Br)c1 was read as Pf apPOL inh 3 and mHTT-CaM PPI inh -3.
`O=C(c1ccccc1)N1CCCC2(CC(c3ccccc3)=CO2)C1` (centres undefined) gave Pf apPOL inh -5 and mHTT-CaM PPI inh -13.
`COc1ccc(C=C2Oc3cc(OC(=O)c4ccc5c(c4)OCO5)ccc3C2=O)c(OC)c1OC` gave Pf apPOL inh -1 and mHTT-CaM PPI inh 4.
`Cc1nnsc1C(=O)N1CCC(CNC(=O)c2ccccc2C(F)(F)F)CC1` gave Pf apPOL inh -2 and mHTT-CaM PPI inh -12.
Cc1ccc(-n2[nH]c(C)c(C=Nc3cc([N+](=O)[O-])ccc3Cl)c2=O)cc1C was read as Pf apPOL inh -8 and mHTT-CaM PPI inh -3.
For Cc1cc(OCc2cc(F)cc(F)c2)ccc1[N+](=O)[O-] the results were Pf apPOL inh -8.
For COc1cccc(NC(=O)c2noc3c2CCCC3)c1 the results were Pf apPOL inh -5 and mHTT-CaM PPI inh -4.
Screening O=C(OCc1ccc(Cl)cc1Cl)c1ccccc1Cl returned Pf apPOL inh 2&-4.
For Cc1ccc(C(=O)Nc2c(-c3cccs3)nc3ccccn23)cc1 the results were Pf apPOL inh -1 and mHTT-CaM PPI inh 9.
COC1(c2ccccc2)CC1(Br)Br (centres undefined) was read as Pf apPOL inh -1 and mHTT-CaM PPI inh -2.
`O=S(=O)(Nc1ccc(Cl)cc1Cl)c1ccc(Cl)cc1` gave Pf apPOL inh 0 and mHTT-CaM PPI inh -10&-6.
O=C1NN=C(CSc2nnnn2-c2ccc(Cl)cc2)Oc2ccccc21 was read as mHTT-CaM PPI inh 16.
For O=C(CN1C(=O)/C(=C/c2ccc(Cl)cc2)Sc2ccccc21)NCc1ccco1 the results were Pf apPOL inh -1 and mHTT-CaM PPI inh 0.
Screening O=C(c1cccc([N+](=O)[O-])c1)N1CCN(c2ccc(Cl)cc2)CC1 returned Pf apPOL inh -4 and mHTT-CaM PPI inh 2.
CN(c1ccc(F)cc1)S(=O)(=O)c1ccc2[nH]cc(C(=O)N3CCCCCC3)c(=O)c2c1 was read as Pf apPOL inh -11 and mHTT-CaM PPI inh 15.
For CSc1ccccc1NC(=O)CNC(=O)c1c[nH]c2ccccc12 the results were Pf apPOL inh -7 and mHTT-CaM PPI inh -2.
`CS(=O)(=O)NNc1c(Cl)cc(Cl)cc1Cl` gave Pf apPOL inh -2.
For CN(C)CCCNCCC1(c2cccc(C(F)(F)F)c2)CCOC(C)(C)C1 (centres undefined) the results were Pf apPOL inh -3 and mHTT-CaM PPI inh -7.
CC(C)NC(=O)CSc1nnc(CSc2cc(C(F)(F)F)nc3ccccc23)n1C was read as Pf apPOL inh -5.
For CC(C)CC(NC=C1C(=O)OC(C)(C)OC1=O)C(=O)O (centres undefined) the results were Pf apPOL inh 0 and mHTT-CaM PPI inh -6.
Screening Cn1cc(S(=O)(=O)Nc2ccc(F)cc2Cl)c2cccnc21 returned Pf apPOL inh 93* and mHTT-CaM PPI inh 69*.
CCCC(=O)Nc1ccccc1NC(=O)c1ccc(Br)cc1 was read as Pf apPOL inh -6 and mHTT-CaM PPI inh 0.
For O=C(O)CCC(=O)N1CCC(Cc2ccccc2)CC1 the results were Pf apPOL inh 0 and mHTT-CaM PPI inh 4.
CC(C)C(=O)NCCc1csc(C2CCCN(C(=O)c3ccoc3)C2)n1 (centres undefined) was read as Pf apPOL inh -6 and mHTT-CaM PPI inh -6.
For CCc1ccc(-c2noc(-c3c(O)c4ccccc4[nH]c3=O)n2)cc1 the results were Pf apPOL inh -3 and mHTT-CaM PPI inh -7.
Screening COc1ccc(Cl)cc1C(=O)N1CCc2nc3cc[nH]n3c(=O)c2C1 returned Pf apPOL inh -1 and mHTT-CaM PPI inh 16.
OC(COC1CCCC1)CN1CCc2ccccc2C1 (centres undefined) was read as Pf apPOL inh -8 and mHTT-CaM PPI inh 2.

Reprinted from the part before: 5 entries, followed by the next part.
For O=C(O)CCC(=O)N1CCC(Cc2ccccc2)CC1 the results were Pf apPOL inh 0 and mHTT-CaM PPI inh 4.
CC(C)C(=O)NCCc1csc(C2CCCN(C(=O)c3ccoc3)C2)n1 (centres undefined) was read as Pf apPOL inh -6 and mHTT-CaM PPI inh -6.
For CCc1ccc(-c2noc(-c3c(O)c4ccccc4[nH]c3=O)n2)cc1 the results were Pf apPOL inh -3 and mHTT-CaM PPI inh -7.
Screening COc1ccc(Cl)cc1C(=O)N1CCc2nc3cc[nH]n3c(=O)c2C1 returned Pf apPOL inh -1 and mHTT-CaM PPI inh 16.
OC(COC1CCCC1)CN1CCc2ccccc2C1 (centres undefined) was read as Pf apPOL inh -8 and mHTT-CaM PPI inh 2.
`Fc1ccc(-c2nc(-c3cn(-c4ccccc4)nn3)no2)cc1` gave Pf apPOL inh 2 and mHTT-CaM PPI inh 1.
`Cc1ccc2c(C)nc(N=C(N)N)nc2c1` gave Pf apPOL inh 5 and mHTT-CaM PPI inh 7.
Screening CCC(=O)NCc1cnn(-c2ccc(C(=O)Nc3cccc(C)c3)cc2)c1 returned Pf apPOL inh 0 and mHTT-CaM PPI inh -2.
For CCN(C(=O)c1cccnc1)c1ccccc1C the results were Pf apPOL inh -1 and mHTT-CaM PPI inh 0.
Screening O=C1OC(c2cc(Cl)ccc2Cl)=N/C1=C\c1ccccc1 returned Pf apPOL inh -5 and mHTT-CaM PPI inh -1.
COc1cccc(Oc2c(C(F)(F)F)oc3cc(OC)ccc3c2=O)c1 was read as Pf apPOL inh -7 and mHTT-CaM PPI inh -3.
Screening O=C(c1ccccc1Br)N1CCN(c2nc(CN3CCCCC3)cs2)CC1 returned Pf apPOL inh -6 and mHTT-CaM PPI inh 10.
`COCCn1cc2c3c(cccc31)CN(C(=O)c1cc(F)ccc1F)CC2` gave Pf apPOL inh -3 and mHTT-CaM PPI inh 26.
`CC(C)C[C@H]1COc2cc(NCCCN3CCOCC3)ccc2S(=O)(=O)N1` gave Pf apPOL inh 1 and mHTT-CaM PPI inh 8.
`CCc1ccc(N2C(=O)NC3CC2(C)Oc2c(OC)cccc23)cc1` (centres undefined) gave Pf apPOL inh -5 and mHTT-CaM PPI inh -3.
For Cn1cnnc1C1CCN(C(=O)C2(c3ccccc3)CC2)CC1 the results were Pf apPOL inh -5 and mHTT-CaM PPI inh -7.
Screening Cc1ccc(CNC(=O)C2(C#N)CC2)cc1 returned Pf apPOL inh -3 and mHTT-CaM PPI inh -14.
Screening CC(C)Cc1ccc(C#N)c(SCC(=O)O)n1 returned Pf apPOL inh -9 and mHTT-CaM PPI inh 0.
`O=C(c1cn2c(n1)CCCC2)N1CCN(c2cccc(Cl)c2)CC1` gave Pf apPOL inh -3 and mHTT-CaM PPI inh 40.
`O=c1/c(=C/c2ccccc2Cl)sc2ncnn12` gave Pf apPOL inh 0 and mHTT-CaM PPI inh 1.
`CCC(C)(C#CCN1CCCCC1)OCCC#N` (centres undefined) gave mHTT-CaM PPI inh -2.
O=C(O)C1CC(=O)N(Cc2ccccc2)C(=Nc2ccc(F)cc2)S1 (centres undefined) was read as Pf apPOL inh -2 and mHTT-CaM PPI inh -2.
`COc1ccc(OCc2noc(CNC(=O)CSCc3ccccc3)n2)cc1` gave Pf apPOL inh 14 and mHTT-CaM PPI inh -14.
Cc1cc(C)cc(NC(=O)C(=O)NCCO)c1 was read as Pf apPOL inh -6 and mHTT-CaM PPI inh -7.
O=c1oc2cc(Br)ccc2n1CSC1=NCCS1 was read as Pf apPOL inh 0 and mHTT-CaM PPI inh -17.
`Cc1cc(C)cc(C(=O)N2CCC(Cc3nc4cccnc4n3C)C2)c1` (centres undefined) gave Pf apPOL inh 1 and mHTT-CaM PPI inh 8.
For Cc1ccc(-n2nc3c(c2NC(=O)c2ccc(S(=O)(=O)N(C)C)cc2)CSC3)cc1 the results were Pf apPOL inh 3&-3 and mHTT-CaM PPI inh 50&12.
CCN(CC)C(=O)C1c2cc(OC)c(OC)cc2C(=O)N(C)C1c1ccc(SC)cc1 (centres undefined) was read as Pf apPOL inh 6 and mHTT-CaM PPI inh 6.
For CS(=O)(=O)c1ccc(-c2cccc(NC(=O)C3CC3)c2)nn1 the results were Pf apPOL inh -6 and mHTT-CaM PPI inh -20.

Reprinted at random: 2 records from the list.
For CS(=O)(=O)c1ccc(-c2cccc(NC(=O)C3CC3)c2)nn1 the results were Pf apPOL inh -6 and mHTT-CaM PPI inh -20.
CCN(CC)C(=O)C1c2cc(OC)c(OC)cc2C(=O)N(C)C1c1ccc(SC)cc1 (centres undefined) was read as Pf apPOL inh 6 and mHTT-CaM PPI inh 6.
